# PMI act satM6P: human PMI activators, high substrate, primary screen, biochemical, fluorescence intensity, near-saturating mannose 6-phosphate; activation factor at 20 µM; Mannose-6-phosphate isomerase (Homo sapiens), P34949; 190,000 tested, 0.34% active; coupled PMI enzyme assay, resazurin fluorescence, 20 min; stronger effect = higher value; 1 = untreated enzyme, 0 = substrate-free blank; AID 1216, 2008;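 active = activation factor of 2 or more at 20 µM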
# Target sequence (P34949 whole entry, looked up): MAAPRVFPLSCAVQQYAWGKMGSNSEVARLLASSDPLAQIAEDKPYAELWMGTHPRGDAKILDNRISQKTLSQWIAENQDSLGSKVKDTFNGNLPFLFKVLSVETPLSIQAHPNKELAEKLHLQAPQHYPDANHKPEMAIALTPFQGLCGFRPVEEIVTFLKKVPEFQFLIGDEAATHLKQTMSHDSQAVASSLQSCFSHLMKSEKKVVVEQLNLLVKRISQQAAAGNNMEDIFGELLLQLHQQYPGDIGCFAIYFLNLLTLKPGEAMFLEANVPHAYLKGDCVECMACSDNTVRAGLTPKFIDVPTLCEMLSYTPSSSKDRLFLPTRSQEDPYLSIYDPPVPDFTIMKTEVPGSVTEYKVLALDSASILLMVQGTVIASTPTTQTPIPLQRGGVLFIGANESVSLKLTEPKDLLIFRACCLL
#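 Technique: Diaphorase-driven resazurin-to-resorufin fluorescence, excitation 544, emission 590 nm | Assay system: Human PMI in coupled enzyme assay | Times: Enzyme reaction with compound 20 min at room temperature | Medium: HEPES-buffered pH 7.4 with magnesium and detergent | Reagent: Mannose-6-phosphate 1.0 mM (near-saturating) plus 0.22 mM NADP+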
# G6PDH CS: L. mesenteroides G6PDH inhibitors, counter-screen for G6PDH-coupled screening assays, biochemical, Leuconostoc mesenteroides enzyme | glucose-6-phosphate dehydrogenase [Leuconostoc mesenteroides] | Purified L. mesenteroides G6PDH, diaphorase/resazurin coupled fluorescence, 45 min | inhibition, % at 5 µM | 200,000 tested, 0.12% active | AID 1020, 2008; in the data active = inhibition above about 50%
# FLuc stim CS: FLuc activators, initial screening, artefact control for FLuc-dependent activation tests, biochemical, ATPlite luminescence; ATPlite luciferase biochemical, 10 min; 0 = ATP-free wells, 1 = DMSO control; activation factor at 10 µM; 200,000 tested, under 10 active; AID 1027, 2008;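 active = luciferase activation factor, scaled between plate controls, of at least 2 with compound at 10 µM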
#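 System: cell-free luciferase reagent; medium: PBS as buffer for the ATP substrate; doses: test compounds dosed from 2 mM stocks in 100% DMSO; incubation: 10 min, room temperature; measured by: luminescence from luciferase reaction; read-out: luciferase activation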
# TNAP inh noacc: human TNAP enzyme inhibitors, primary screen, biochemical, luminescent, no phosphate acceptor, uHTS; Alkaline phosphatase, tissue-nonspecific isozyme (Homo sapiens), P05186; purified TNAP, CDP-star luminescence, 30 min; inhibition, % at 20 µM; 200,000 tested, 0.26% active;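 active = tissue-nonspecific alkaline phosphatase inhibition above about 50% at 20 µM in the single-dose screen, limit read from the data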;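 also: 0% = DMSO negative control and 100% = EDTA positive control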
# Target sequence (P05186 whole entry, looked up): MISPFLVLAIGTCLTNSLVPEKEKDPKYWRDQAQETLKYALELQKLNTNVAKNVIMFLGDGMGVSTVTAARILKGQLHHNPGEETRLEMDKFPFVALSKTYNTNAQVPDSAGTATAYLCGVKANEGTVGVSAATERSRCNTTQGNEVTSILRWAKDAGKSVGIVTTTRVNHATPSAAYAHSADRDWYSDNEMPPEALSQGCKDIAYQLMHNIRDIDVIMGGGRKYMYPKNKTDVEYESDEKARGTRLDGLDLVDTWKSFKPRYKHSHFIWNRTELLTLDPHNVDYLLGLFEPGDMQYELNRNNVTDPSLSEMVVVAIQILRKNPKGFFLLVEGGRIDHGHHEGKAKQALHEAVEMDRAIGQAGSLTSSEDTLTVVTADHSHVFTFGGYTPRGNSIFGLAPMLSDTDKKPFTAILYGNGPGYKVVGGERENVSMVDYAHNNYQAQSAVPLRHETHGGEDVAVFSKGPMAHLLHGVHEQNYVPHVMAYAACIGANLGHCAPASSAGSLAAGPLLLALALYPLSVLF
# Diaph act CS: compounds boosting diaphorase resazurin reduction – biochemical, uHTS, resorufin fluorescence, counter-screen for diaphorase-coupled primary assays, primary screen. activation factor at 20 µM. 190,000 tested, 0.005% active. AID 1229, 2008. Diaphorase/resazurin coupled assay, 16 min; stronger effect = higher value; 1 = vehicle wells, 0 = NADH-free wells;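 active = diaphorase activity raised at least twofold by the compound at 20 µM; inactive = activation factor below 2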
#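 Assay system: bacterial diaphorase enzyme (C. kluyveri) / Input: enzyme 0.07 U/mL final / Medium: 50 mM HEPES pH 7.4 with 4.542 mM MgCl2, 0.005% Tween 20 / Doses: single compound dose of 20 µM, 1% DMSO final / Incubation: 16 min enzyme reaction, ambient temperature / Signal: fluorescence, excitation 544 nm and emission 590 nm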
# Efa HMGR inh: inhibitors of E. faecalis class II HMGR, primary screen, biochemical, Enterococcus faecalis; HMG-CoA reductase (Enterococcus faecalis, mvaE); purified E. faecalis HMGR, NADPH absorbance 340 nm kinetic; inhibition, % at 10 µM; 190,000 tested, 0.41% active; AID 1066, 2008;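 active = inhibition above a set limit, the median over all tested compounds plus 3 SD, cut at about 9.5% in these data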;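 also: enzyme runs in reverse so mevalonate oxidation gives rising NADPH absorbance; 0% = complete reaction with DMSO and 100% = background rate lacking mevalonate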
# TNAP act hi DEA: TNAP activators at high phosphate acceptor level, primary screen, biochemical, luminescence, uHTS. Alkaline phosphatase, tissue-nonspecific isozyme (Homo sapiens), P05186. activation factor at 20 µM. AID 1136, 2008. purified TNAP, CDP-star luminescence, 1 M DEA, 30 min; stronger effect = higher value; 0 = EDTA background, 1 = DMSO-only activity. 200,000 tested, under 10 active;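 active = activation factor at least 2 at 20 µM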
#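 Control set: EDTA negative control, DMSO positive control / Assay system: human TNAP / Quantity: TNAP 1/800 final / Evaluation: TNAP activation factor scaled between EDTA and DMSO control wells / Measured by: luminescent substrate turnover signal / Compound dosing: one dose, 20 µM / Times: 30 min enzyme reaction at room temperature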
# PMI act: activators of human PMI, primary screen, biochemical, fluorescence intensity, near-Km mannose 6-phosphate. purified human PMI, coupled resazurin fluorescence, 20 min; stronger effect = higher value; 1 = vehicle control, 0 substrate-free wells. activation factor at 20 µM. 190,000 tested, 0.005% active. AID 1214, 2008;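 active = activation factor of 2 or more at 20 µM, relative to plate controls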
# Diaphorase inh: diaphorase inhibitors and chemical oxidizers, primary screen, counter-screen for diaphorase-coupled primary assays, biochemical, uHTS, resorufin fluorescence | 190,000 tested, 0.69% active | diaphorase resazurin-to-resorufin fluorescence, NADH, 16 min; bacterial (C. kluyveri) enzyme, not human | inhibition, % at 20 µM;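 active = primary screen inhibition at 20 µM above a set limit, cut at about 50% in these data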;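 also: plate controls were DMSO with full reaction for no effect and wells lacking NADH for full effect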
#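 Assay system: diaphorase enzyme from Clostridium kluyveri; Input: enzyme working solution with 0.14 U/mL diaphorase; Timing: 16 min at room temperature; Technique: resorufin fluorescence, excitation 544 nm, emission 590 nm; Benchmarks: positive control minus NADH, DMSO neutral control.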
# TNAP inh hi DEA: human TNAP enzyme inhibitors, primary screen, biochemical, luminescent, high phosphate acceptor level, uHTS; Alkaline phosphatase, tissue-nonspecific isozyme (Homo sapiens), P05186; purified TNAP, CDP-star luminescence, 1 M DEA; inhibition, % at 20 µM; 200,000 tested, 0.03% active;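 active = over 50% inhibition of tissue-nonspecific alkaline phosphatase at 20 µM in the single-dose screen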;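 also: plate controls were DMSO wells for no effect and EDTA-quenched wells as full inhibition for full effect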
# Starred values were filed as active, the others as inactive; / = not tested or not shown.
SMILES,PMI act satM6P,G6PDH CS,FLuc stim CS,TNAP inh noacc,Diaph act CS,Efa HMGR inh,TNAP act hi DEA,PMI act,Diaphorase inh,TNAP inh hi DEA
O=C(C(Cc1ccccc1)N1C(=O)C2C3C=CC(C3)C2C1=O)N1CCCCC1 (stereo unspecified),1,0.7,1.1,-10.2,0.9,1.5,1,1,8.6,-1.8
COc1ccc(N2C(=O)NC(NC(=O)c3cccnc3)(C(F)(F)F)C2=O)cc1 (stereo unspecified),0.8,7.3,1,-6.1,0.8,-1.4,1,0.9,15.2,-2.8
C=CCn1c(CCc2ccc(OC(C)C)cc2)n[nH]c1=S,/,10.1,1,-62.2,/,1.9,1,/,/,3.5
CC1CCN(c2nnc(-c3cccs3)c3ccccc23)CC1,0.9,-36.5,0.9,-2.6,0.8,-7.0,1,0.9,21.8,-0.6
Cc1ccnc(NC(=O)CCC(=O)N(CC(=O)NCCc2ccccc2)Cc2ccco2)c1,1,8.2,1,-4.5,1.1,-7.0,1,1.1,-7.4,-3.6
CC1=C(CC/C(C)=N/NC(N)=S)C(C)(C)CCC1,1,-3.9,1,-15.7,1,5.6,1,0.9,4.4,2.1
Cc1cc(C(=O)COC(=O)c2ccc(O)cc2)c(C)n1CCc1ccc(F)cc1,0.9,-3.1,1,-6.6,0.8,-2.4,1,0.9,17.1,1.4
COCC(C)OC(=O)c1c(N)n(CC(C)C)c2nc3ccccc3nc12 (stereo unspecified),1,7.1,1.1,-3.3,0.8,-5.8,1,0.9,15.1,-3.6
COc1cccc(Oc2ccc(N/C=C/C(=O)C(C)(C)C)cc2)c1,0.7,12.6,1,-4.4,0.8,-5.2,1,0.8,19.1,-4.9
CCCNc1nc(=S)n(-c2ccccc2)c(C)c1C(C)=O,1,1.9,1.1,-9.9,0.6,-5.2,1,1,40.4,-4.9
Cc1sc2nc(CN3CCCC3)nc(N3CCN(C(=O)c4ccco4)CC3)c2c1C,1.1,5.3,1,-15.3,1,-10.7,1,1,-2.8,-1.4
CC1(C)CC(=O)C2=C(C1)N1CCCCC1CC2=O (stereo unspecified),1.1,11.9,1,-2.9,1.2,-2.2,1,1.1,-21.0,-4.6
O=C(Nc1ccc2c(c1)OCO2)C1CCCN1C(=O)Nc1cccc(F)c1 (stereo unspecified),1.1,6.2,1,-10.4,1.1,0.9,1.1,1.1,-10.6,-5.5
CC1Cc2ccccc2N1C(=O)CSCC(=O)O (stereo unspecified),1,3.8,1.1,-7.8,1,-0.8,1,1,3.8,-1.0
COc1cc2nc(C3CCC3)n(NC(=O)COc3ccccc3)c(=O)c2cc1OC,1,-0.2,1,-8.3,0.9,0.2,1,1.1,5.1,0.1

# Given with two lines to a compound: entries from further up.
# Results follow in this order: PMI act satM6P | G6PDH CS | FLuc stim CS | TNAP inh noacc | Diaph act CS | Efa HMGR inh | TNAP act hi DEA | PMI act | Diaphorase inh | TNAP inh hi DEA
- O=C(Nc1ccc2c(c1)OCO2)C1CCCN1C(=O)Nc1cccc(F)c1 (stereo unspecified)
→ 1.1 | 6.2 | 1 | -10.4 | 1.1 | 0.9 | 1.1 | 1.1 | -10.6 | -5.5
- CC1CCN(c2nnc(-c3cccs3)c3ccccc23)CC1
→ 0.9 | -36.5 | 0.9 | -2.6 | 0.8 | -7.0 | 1 | 0.9 | 21.8 | -0.6
- COc1ccc(N2C(=O)NC(NC(=O)c3cccnc3)(C(F)(F)F)C2=O)cc1 (stereo unspecified)
→ 0.8 | 7.3 | 1 | -6.1 | 0.8 | -1.4 | 1 | 0.9 | 15.2 | -2.8
- CC1(C)CC(=O)C2=C(C1)N1CCCCC1CC2=O (stereo unspecified)
→ 1.1 | 11.9 | 1 | -2.9 | 1.2 | -2.2 | 1 | 1.1 | -21.0 | -4.6

# Continued:
SMILES,PMI act satM6P,G6PDH CS,FLuc stim CS,TNAP inh noacc,Diaph act CS,Efa HMGR inh,TNAP act hi DEA,PMI act,Diaphorase inh,TNAP inh hi DEA
CC(=Nc1ccccc1)C1=C(O)CCCC1=O,1,11.0,1.1,-11.0,0.9,-8.3,1,1,13.2,-3.5
COCCn1c(SCC(=O)c2c[nH]c3ccccc23)nnc1-c1ccncc1,1.1,-18.9,1.1,12.3,1,-1.4,1,1,-2.6,-2.1
O=C(c1cccc(Cl)c1)N1CCN(Cc2ccccc2F)CC1,0.9,1.4,1,-5.9,0.8,-1.1,1,0.8,20.3,-2.4
Cc1cccc(/N=C/c2nc(-c3ccccc3Br)oc2O)n1,0.9,6.4,0.8,-3.4,0.9,3.4,1,0.9,13.4,4.4
COc1ccc(C(=O)NNC(=O)CN2CCC(n3nnc4cc(F)ccc43)CC2)cc1,1.1,-8.7,1,-124.8,0.9,-6.8,1,1,6.6,-4.5
O=C(Nc1ccccc1)C1=C[C@H](c2csc3ccccc23)C[C@H](OCc2ccc(CO)cc2)O1,0.9,5.1,1,-2.3,0.7,-0.5,1,0.8,25.9,-2.2
CCN(CC)c1ccc(/C=C2/C(=O)c3ccc(C(=O)O)cc3C2=O)cc1,0.8,-9.0,0.1,42.2,0.7,-0.7,0.7,0.8,26.4,30.8
COc1ccc(C(=O)Nc2ccc(S(=O)(=O)NC(C)(C)C)cc2)cc1[N+](=O)[O-],0.8,17.3,1,-4.8,0.8,-13.8,1,0.8,20.8,-2.5
O=C(Nc1ccccc1)C1=C[C@@H](c2ccc(C(F)(F)F)cc2)C[C@@H](OCc2ccc(CO)cc2)O1,0.8,12.1,1,-4.0,0.8,-0.9,1,0.8,24.6,-3.1
CCCCn1nc(NC(=O)c2cccs2)c2cc3ccccc3nc21,0.9,1.2,1,-13.3,0.9,-0.6,1,0.9,13.1,-2.3
CCc1ccc(OCC(=O)NC(NC(=S)Nc2ccccc2)C(Cl)(Cl)Cl)cc1 (stereo unspecified),1,11.1,1,-13.6,0.9,4.9,1,0.9,6.2,-3.4
O=C(CSCC(=O)NC1CC1)Nc1ccc2ccccc2c1,1.2,6.0,1.1,-0.3,1.1,-9.2,1,1.2,-5.2,2.0
O=C(CSc1nnc2n1CCCN2)c1ccc(Cl)cc1,1.1,2.2,1.1,-2.9,0.9,-1.3,1.1,1.1,13.2,-5.5
O=C(NNC(=S)NCc1ccco1)C(c1ccccc1)c1ccccc1,1,11.0,1.1,-86.1,1,4.4,1,1.1,-0.1,-2.7
CSc1ccccc1NC(=O)Nc1cccc(F)c1,1.1,-0.4,1,-16.6,0.8,-1.6,1.1,0.9,16.1,-8.6
COc1ccc(N(C(=O)c2ccco2)S(=O)(=O)c2cccc([N+](=O)[O-])c2)cc1,0.9,4.6,1.1,-6.3,0.8,1.6,1,0.8,17.1,-4.9
COc1cccc(C2/C(=C(\O)c3ccc4c(c3)OCO4)C(=O)C(=O)N2CCN(C)C)c1OC (stereo unspecified),1.1,16.5,1,-12.7,0.8,-3.8,1.1,0.9,20.7,-7.1
CN(C(=O)C12CC3CC(CC(C3)C1)C2)C1CCS(=O)(=O)C1 (stereo unspecified),1,1.6,1,-14.0,0.8,-5.9,1.1,1,15.7,-7.9
Cc1noc(C)c1CSc1ccc(Br)cc1,1,7.9,1,-5.0,1.1,-7.8,1.1,1,-7.9,-5.1
O=C(N/N=C/c1cc2c(cc1Br)OCO2)c1cccnc1,1.1,-3.0,0.9,-7.1,1.1,-6.8,1,1.1,-8.4,-1.7
COc1ccc(C(=O)c2cc3cccc(OC)c3o2)cc1,0.9,0.6,0.5,-2.3,0.8,-1.0,1,0.9,18.2,-0.2
COc1cccc(OC)c1C(=O)Nc1cc(Cl)ccc1N1CCOCC1,1,19.6,1,-9.9,0.9,-1.8,1,0.9,14.7,0.3
CC1=C(C(=O)OCc2ccccc2)C(c2ccc(C(F)(F)F)cc2)NC(=O)N1CCCCCC(=O)O (stereo unspecified),1,6.4,1,3.8,0.9,-4.0,1,1.1,11.2,0.3
Cc1cc(NC(=O)c2ccc(Br)cc2)nc(C)n1,1,-0.2,0.9,-4.3,1,0.8,1,1,-0.1,-2.5
Cc1ccc(C(=O)N/C(=C\c2ccc(-c3ccc(Br)cc3)o2)C(=O)NC2CCS(=O)(=O)C2)cc1 (stereo unspecified),0.9,-2.5,1,-10.4,0.8,1.0,1,0.9,17.2,-1.4
O=C(NC1CCCCC1)C(c1cccs1)N(C(=O)c1ccco1)c1ccc2c(c1)OCCO2 (stereo unspecified),0.5,1.4,1,-11.2,0.8,-5.3,1,0.9,18.8,-3.9
N#Cc1c(NC(=O)COC(=O)c2ccc(S(=O)(=O)N3CCCC3)cc2)sc2c1CCCCC2,0.8,-20.1,1,-9.8,0.8,-8.3,1,0.7,19.3,1.9
CCOC(=O)n1c(=O)n(Cc2ccccc2)c2ccccc21,0.8,-13.9,1,-10.2,0.8,0.2,1,0.9,16.2,2.2
Cc1ccccc1Cc1c(C)nc2c(C(=O)NCc3ccc4c(c3)OCO4)cnn2c1C,1,4.8,1,-5.7,0.9,-1.9,1.1,0.9,5.2,-5.1
O=C(Nn1cnnc1)C1CCCN1S(=O)(=O)c1ccc(F)cc1 (stereo unspecified),0.9,2.4,1,-7.5,0.9,-2.3,1,1,13.0,-0.4
CCOC(=O)NC(=O)COC(=O)Cc1cc(OC)c(OC)c(OC)c1,0.9,9.9,1,-7.8,0.8,1.3,1.1,0.8,20.2,-5.1
COc1cc2c(cc1OC)CN(C(=O)c1ccc(S(=O)(=O)N(C)c3ccccc3)cc1)CC2,1,8.0,1.1,-8.5,1,-7.1,1,0.9,0.0,-4.1
CCCCn1c(=NC(=O)c2cccnc2)c(C#N)cc2c(=O)n3cccc(C)c3nc21,1.6,-0.5,1,-26.9,0.9,1.3,1,1.4,7.5,-3.8
